Compound activity deposited in PubChem by National Center for Advancing Translational Sciences (NCATS).
D1 PAM: Potentiators of Human D1 Dopamine Receptor: qHTS | 360,000 compounds, 0.036% hits | D(1A) dopamine receptor (Homo sapiens), P21728 | potentiation, % at 10 µM | HEK293 TREx D1 cells, calcium flux, dopamine EC20 potentiation; in the data active means potentiation above about 30%; further: 0% is about no effect
RXFP1 antagonist: qHTS Assay for Antagonists of the Relaxin Receptor RXFP1; activity change, negative = inhibition, % at 57.5 µM; 350,000 compounds, 0.59% hits; HEK293-RXFP1, relaxin-stimulated cAMP HTRF, 30 min; stronger effect = lower value;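 active means activity change of -60% or lower, but not beyond a set lower limit; inconclusive means change between -60% and -40%, or beyond the set limit; inactive means change above -40%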; further: on the % scale 0 is the no-effect control and ±100 the full control effect
TRHR PAM: qHTS for Small Molecule Agonists and Allosteric Enhancers of Human TRH Receptor: Primary Screen for Enhancers; enhancement, % at 2 µM; TRHR cells, fluo-8 calcium fluorescence, EC20 TRH enhancement; 360,000 compounds, 0.66% hits; in the data active means enhancement above about 30%; further: 0% is about no effect
Target sequence (P34981 whole entry, looked up): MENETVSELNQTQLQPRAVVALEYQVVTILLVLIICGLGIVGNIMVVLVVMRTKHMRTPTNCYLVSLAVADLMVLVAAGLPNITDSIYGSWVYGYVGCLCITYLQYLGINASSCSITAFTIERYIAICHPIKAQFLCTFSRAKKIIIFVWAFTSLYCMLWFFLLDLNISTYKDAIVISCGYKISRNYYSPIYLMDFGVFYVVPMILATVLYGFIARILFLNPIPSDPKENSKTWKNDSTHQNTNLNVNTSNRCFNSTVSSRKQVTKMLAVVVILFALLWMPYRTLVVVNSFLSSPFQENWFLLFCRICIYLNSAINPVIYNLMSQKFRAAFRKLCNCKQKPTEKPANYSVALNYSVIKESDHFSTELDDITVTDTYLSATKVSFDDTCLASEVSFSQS
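Enhancer read-out: after compound pinning and an initial kinetic agonist-mode read, an EC20 of TRH (10 nM final) was injected and fluo-8 calcium signal (Ex 480/Em 530) followed at 1 s/cycle for 100 cycles in TRHR-expressing cells.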
D2 PAM: HTS Assay for Positive Allosteric Modulators of the Human D2 Dopamine Receptor: Primary Screen for Potentiators. 340,000 compounds, 0.34% hits. HEK293 T-REx D2, calcium flux, EC20 dopamine potentiation. D(2) dopamine receptor (Homo sapiens), P14416. potentiation, % at 10 µM;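 active means potentiation over 3 SD above the plate norm, cut at about 30% in these data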; further: 0% is about no effect
Target sequence (P14416 whole entry, looked up): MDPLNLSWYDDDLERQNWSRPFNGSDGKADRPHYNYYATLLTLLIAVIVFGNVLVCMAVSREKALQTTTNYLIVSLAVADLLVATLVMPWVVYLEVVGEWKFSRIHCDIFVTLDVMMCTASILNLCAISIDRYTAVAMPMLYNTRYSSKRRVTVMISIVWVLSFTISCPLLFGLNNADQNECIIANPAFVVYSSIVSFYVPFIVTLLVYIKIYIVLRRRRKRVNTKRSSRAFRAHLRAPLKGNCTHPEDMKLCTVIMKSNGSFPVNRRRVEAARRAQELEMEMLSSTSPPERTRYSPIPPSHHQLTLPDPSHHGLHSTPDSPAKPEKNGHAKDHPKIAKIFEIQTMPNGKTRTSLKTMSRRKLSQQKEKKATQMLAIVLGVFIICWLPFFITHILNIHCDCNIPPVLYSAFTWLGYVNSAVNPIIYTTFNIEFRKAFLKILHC
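Primary screen. Calcium kinetics in induced HEK293 T-REx D2 cells: compound pre-addition 180 s, EC20 dopamine, 180 s more.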
D2 antag: HTS Assay for Allosteric Antagonists of the Human D2 Dopamine Receptor: Primary Screen for Antagonists; D(2) dopamine receptor (Homo sapiens), P14416; HEK293 TREx D2 cells, calcium flux, dopamine EC80; inhibition, % at 10 µM; 340,000 compounds, 2% hits; AID 485344, 2010; in the data active means inhibition above about 30%; further: 0% is about no effect
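Calcium flux kinetic readout in an inducible HEK293 TREx D2 line plated overnight at 30 C. After 180 s compound exposure, an EC80 dopamine challenge follows with another 180 s kinetic read to detect antagonism.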
D1 ag: Allosteric Agonists of the Human D1 Dopamine Receptor: qHTS. D(1A) dopamine receptor (Homo sapiens), P21728. HEK293 T-REx D1 cells, calcium flux, agonist mode. activation, % at 2 µM. 360,000 compounds, 1% hits. AID 504660, 2011; further: 0% is about no effect
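Agonism was scored from calcium flux recorded over 180 s (1 read/s) after pintool compound addition, following a 10-cycle baseline. Cells were inducible force-coupled HEK293 TREx D1, plated overnight at 30 C and loaded with no-wash calcium dye.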
D2 ag: HTS Assay for Allosteric Agonists of the Human D2 Dopamine Receptor: Primary Screen for Agonists | HEK293 T-REx D2 cells, calcium flux agonist mode | activation, % at 2 µM | 340,000 compounds, 0.53% hits | AID 485358, 2010;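 active means activation over 3 SD above normal in the single-dose calcium agonist read, cut at about 30% in these data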; further: 0% is about no effect
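In this primary screen, compounds producing a positive calcium signal within 180 s of addition to tetracycline-induced, force-coupled HEK293 Trex D2 cells are flagged; cells are dye-loaded with a no-wash calcium kit beforehand.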
TRHR ag: qHTS for Small Molecule Agonists and Allosteric Enhancers of Human TRH Receptor: Primary Screen for Agonists | AID 493084, 2011 | Thyrotropin-releasing hormone receptor (Homo sapiens), P34981 | TRHR cells, calcium flux fluo-8, FDSS agonist mode | 360,000 compounds, 0.18% hits | activation, % at 2 µM; further: 0% is about no effect
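In this calcium-flux screen, cells bearing human TRHR are dye-loaded with fluo-8, baselined for 10 cycles, then exposed to library compounds; positive kinetic calcium responses during the agonist phase mark hits, with TRH as control.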
D1 antagonist: Antagonist of Human D 1 Dopamine Receptor: qHTS | D(1A) dopamine receptor (Homo sapiens), P21728 | HEK293 TREx D1 cells, calcium flux, dopamine EC80; stronger effect = lower value | activity change, negative = inhibition, % at 10 µM | 360,000 compounds, 3.2% hits | AID 504652, 2011; in the data active means activity change below about -30%; further: on the % scale 0 is the no-effect control and ±100 the full control effect
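Inducible Hek293 Trex D1 cells (tetracycline, overnight, 30 C). Calcium dye 30–90 min RT. Antagonist mode: EC80 dopamine added after 180 s compound read.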
Active calls of the source: *; u = inconclusive; x = not tested or not shown; & = joins results of further samples; ! = a repeat was not active. Unless noted, no stated cut-off is given here; in the data, active means activation above about 30%; inactive means the rest.

cpd	smiles	RXFP1 antagonist	TRHR ag	D2 ag	D2 PAM	D1 ag	D1 antagonist	D1 PAM	D2 antag	TRHR PAM
1	Fc1ccc(-c2csc3ncnc(N4CCN(Cc5ccccc5)CC4)c23)cc1	-10	0.3	0.0	17	0	12	-3	-1	3
2	c1ccc(COCCN2CCN(CCOCc3ccccc3)CC2)cc1	4	0.2	x	x	-1	-15	-1	x	-7
3	Cc1nn(Cc2c(F)cccc2Cl)c(=O)c2ccccc12	4	-1.3	-0.6	-11	1	1	-4	-2	-2
4	COCCOC(=O)C1=C(C)NC(=O)NC1C1CC=CCC1 (configuration not stated)	-6	0.1	-0.1	7	2	-19	-3	-6	7
5	CC(=O)OC(C(=O)NC1CCCCC1)c1cccc(F)c1 (configuration not stated)	-1	1.1	1.2	0	1	-14	-7	10	9
6	CC(C)Cc1cc(C(=O)N2CCC(N3CCC(C(=O)N4CCOCC4)CC3)CC2)n[nH]1	1	0.0	-0.1	12	2	23	3	-18	-5
7	O=c1[nH]cc(NCCNc2ncc(C(F)(F)F)cc2Cl)c(=O)[nH]1	6	0.0	-1.2	-3	2	11	-1	11	0
8	COc1ccc(N(CC(=O)Nc2cccc(SC)c2)S(C)(=O)=O)cc1Cl	-4	-0.7	0.7	8	19	-8	-3	10	9

(further entries)
cpd	smiles	RXFP1 antagonist	TRHR ag	D2 ag	D2 PAM	D1 ag	D1 antagonist	D1 PAM	D2 antag	TRHR PAM
9	CCCCc1ccc(NC(=S)Nc2ccc(Nc3ccc(OC)cc3)cc2)cc1	2	-0.1	4.5	-1	1	-3	-12	-22	-6
10	CCOC(=O)C1(Cc2cccc(OC)c2)CCN(Cc2cccn2-c2ccccn2)CC1	-36	0.3	x	-10	2	1	1	x	11
11	Cc1c(Cl)cccc1NC(=O)CCN1CCN(CCO)CC1	7	-1.6	-0.7	14	3	-1	-1	-10	6
12	O=C(Cn1c(=O)[nH]c2ccccc2c1=O)N1CCN(Cc2ccc3c(c2)OCO3)CC1	-18	0.5	1.0	1	1	4	-2	4	-3
13	O=C1Nc2ccccc2CCc2ccccc21	5	1.6	0.4	-2	1	5	-5	36*	14
14	CCCOP(=O)(OCCC)c1nc(-c2ccccc2)oc1NCc1ccccc1	-12	0.1	-0.8	10	7	8	-6	-12	5
15	CC(C)CC(C)NNC(=O)c1cc2ccccc2[nH]1 (configuration not stated)	0	0.9	1.1	4	3	12	0	-7	7
16	CCN(CC)c1ccc(/C=N/NC(=O)c2c(Cl)cnn2C)c(O)c1	0	0.8	0.6	-4	16	-24	-7	-14	25

Continuation.
cpd	smiles	RXFP1 antagonist	TRHR ag	D2 ag	D2 PAM	D1 ag	D1 antagonist	D1 PAM	D2 antag	TRHR PAM
17	O=C(Nc1ccc(Cl)cc1)C1=Cc2ccccc2OC1	-10	0.5	-1.7	-30	6	0	-1	-49	3
18	COc1ccc(C(=O)C2CCCN(C(=O)c3ccnn3C)C2)cc1OC (configuration not stated)	-7	0.5	-0.3	-5	0	-8	-10	-1	3
19	Cc1ccc(CNC(=O)c2c(C)cc(=O)oc2C)cc1	-6	0.3	1.2	4	-1	3	-16	9	4
20	COc1ccc(/C=C/C(=O)c2ccc(O)cc2)cc1CN1CCOCC1	-20	0.1	1.1	-4	7	-11	-1	5	4
21	O=C(O)C1C2C=CC(C2)C1C(=O)Nc1ccccc1Br (configuration not stated)	-3	0.0	0.6	-1	7	-3	2	-6	3
22	CCOC(=O)C1=C(c2ccc(OC)cc2)C(=O)c2ccccc2C1=O	6	-0.8	-1.3	5	1	29	-3	-4	9
23	COC(=O)c1cc(NC(=O)C2CCCN(S(=O)(=O)c3c(C)n[nH]c3C)C2)cc(C(=O)OC)c1 (configuration not stated)	x	0.8&0.9	-0.5&0.0	5	-1&1	-20&-15	0&0	16	2&5
24	COC(=O)C1C(=O)c2c([nH]c(C(=O)OC3CCCCC3)c2C)CC1C (configuration not stated)	x	0.4	0.3	-5	4	-10	3	0	3

3 compounds already listed, sorted by the value under D1 ag, ascending.
# | SMILES | RXFP1 antagonist | TRHR ag | D2 PAM | D1 ag | D1 antagonist | D1 PAM | D2 antag | TRHR PAM
19 | Cc1ccc(CNC(=O)c2c(C)cc(=O)oc2C)cc1 | -6 | 0.3 | 4 | -1 | 3 | -16 | 9 | 4
12 | O=C(Cn1c(=O)[nH]c2ccccc2c1=O)N1CCN(Cc2ccc3c(c2)OCO3)CC1 | -18 | 0.5 | 1 | 1 | 4 | -2 | 4 | -3
7 | O=c1[nH]cc(NCCNc2ncc(C(F)(F)F)cc2Cl)c(=O)[nH]1 | 6 | 0.0 | -3 | 2 | 11 | -1 | 11 | 0

Other results follow:
cpd	smiles	RXFP1 antagonist	TRHR ag	D2 ag	D2 PAM	D1 ag	D1 antagonist	D1 PAM	D2 antag	TRHR PAM
25	COc1cc(-n2c(C)nc3cc(C(=O)NCc4ccco4)ccc32)cc(OC)c1OC	-7	2.0	-0.3	-2	0	-15	-1	-10	-3
26	C/C(=N/NC(=O)c1ccc(Br)o1)c1cccs1	-1	-0.4	x	1	0	-5	-2	x	-2
27	COc1ccc(OC)c(Cc2nnc(CCC(=O)NC(C3CC3)C3CC3)o2)c1	-5	-0.2	-0.4	6	3	11	-1	-8	-2
28	Cc1ccc(C)c(N2CCN(S(=O)(=O)c3csc(C(N)=O)c3)CC2)c1	u	-2.6&0.5	-0.9&1.2	-23&5	5&4	6&-8	-3&-2	4	32*!
29	Cc1nc2c3cccnc3nn2c(C)c1CCC(=O)NCc1ccccc1Cl	10	-1.1	-1.0	2	0	1	3	x	12
30	CCC1=Nc2cc(C(=O)NCCCN3CCOCC3)ccc2Sc2ccc(Br)cc21	-17	0.9	-0.2	5	10	11	-11	13	1
31	COc1ccc(/C=N/Nc2nc(=O)[nH]nc2C)cc1[N+](=O)[O-]	-4	0.4	-0.4	6	0	-1	0	17	4
32	COc1ccc(NS(=O)(=O)c2cc(NC(=O)c3cc(F)c(F)c(F)c3F)ccc2N2CCCC2)cc1	-8	1.9	-0.3	-5	3	-12	-4	-3	-7

Continued.
cpd	smiles	RXFP1 antagonist	TRHR ag	D2 ag	D2 PAM	D1 ag	D1 antagonist	D1 PAM	D2 antag	TRHR PAM
33	COc1cc(/C=C/C(=O)OCC(=O)NCCc2ccccc2)ccc1OC(F)F	-1	-0.9	0.8	6	14	-30*	-7	-7	1
34	C/C=C/C=[N+](\[O-])C(C)/C(=N/O)c1ccc(F)cc1 (configuration not stated)	16	-1.0	-2.3	11	4	-7	-21	-5	-6
35	C[C@H](NC(=O)OC(C)(C)C)C(=O)NCC1CCC(C(=O)N[C@@H](Cc2ccccc2)C(=O)O)CC1 (some centres not stated)	-9	-0.4	2.8	2	0	4	-8	-1	11
36	Cc1nc(-c2cccc(-c3noc(C)n3)c2)no1	-8	-1.4	x	14	3	-6	-13	x	10
37	CCN(CC)c1nc(-c2ccc(C(=O)NN)cc2)nc(-c2ccc(C(=O)NN)cc2)n1	20	0.1	-1.9	10	2	-3	-4	2	-3
38	Cc1ccc2c(c1)c1c(c(=O)n(-c3ccccc3)c(=O)n1CC(=O)NCC1CCCO1)n2C (configuration not stated)	7	0.2&-0.4	0.5&0.0	-2&7	0&0	-2&-22	-6&-2	1	-1&5
39	COc1cc(/C=C/C(=O)OCC(=O)N(C)CC(=O)Nc2ccc(F)cc2)ccc1OC(F)F	-1	-0.3	0.1	-13	5	-1	x	27	-1
40	O=C(NCCc1nc2ccccc2[nH]1)c1ccc(Cl)c([N+](=O)[O-])c1	14	-1.8	-1.3	-2	0	-16	-12	-3	-10

Complete entries, quoted from the list. Screens in order: RXFP1 antagonist, TRHR ag, D2 ag, D2 PAM, D1 ag, D1 antagonist, D1 PAM, D2 antag, TRHR PAM
Cc1nn(Cc2c(F)cccc2Cl)c(=O)c2ccccc12 in the list: 4, -1.3, -0.6, -11, 1, 1, -4, -2, -2
CC(=O)OC(C(=O)NC1CCCCC1)c1cccc(F)c1 (configuration not stated) in the list: -1, 1.1, 1.2, 0, 1, -14, -7, 10, 9
COc1ccc(/C=C/C(=O)c2ccc(O)cc2)cc1CN1CCOCC1 in the list: -20, 0.1, 1.1, -4, 7, -11, -1, 5, 4

Further records follow:
cpd	smiles	RXFP1 antagonist	TRHR ag	D2 ag	D2 PAM	D1 ag	D1 antagonist	D1 PAM	D2 antag	TRHR PAM
41	O=c1oc2cc([N+](=O)[O-])ccc2nc1/C=C(\O)c1cccc(Br)c1	-15	0.1	0.0	-5	2	1	-1	-7	-1
42	C=CCSc1nsc(NC(=O)Nc2ccc(F)cc2)n1	-22	2.8	4.4	-3	15	0	-6	7	3
43	CC(C)C[C@H](NC(=O)[C@@H]1Cc2c([nH]c3ccccc23)C2c3ccccc3C(=O)N21)C(=O)NCC1CCCO1 (some centres not stated)	x	0.0	0.6	-5	0	-10	-1	1	-2
44	CCOC(=O)CSc1cc(CS(=O)c2ccc(Cl)cc2)nc(-c2ccccc2)n1 (configuration not stated)	-1	2.8	1.5	-5	15	8	7	-16	-5
45	CN(C)c1ccc(NC(=O)CN2CCC(NC(=O)C3CCCCC3)CC2)cc1	-9	0.1	x	x	1	-6	-2	x	-3
46	Oc1ccccc1-c1cc(-c2ccc3c(c2)OCCO3)n[nH]1	1	0.3	0.4	-6	1	0	-1	-10	15
47	COc1cc(-c2nnc(SCC(=O)/C(C#N)=C(\C)N)o2)cc(OC)c1OC	0	-0.5	0.8	8	-1	-3	-3	19	2
48	Cc1ccc(CNC(=O)C2CC(=O)N(c3ccc(OCC(=O)N4CCCC4)cc3)C2)cc1 (configuration not stated)	2	0.8	0.3	8	4	24	-7	0	1
49	C/C(=N\O)c1ccc2c(c1)CC(C)O2 (configuration not stated)	2	-1.3	-1.0	2	2	-6	2	0	22
50	N#CCSc1nnc(-c2cnccn2)n1Cc1ccccc1	9	-0.3	0.4	7	2	4	-7	-14	3
